PAX8 reporter = inhibitors of PAX8-driven TPO luciferase reporter, primary screen, RMG-I cells, single concentration | AID 652154, 2013 | SteadyGlo, 24 h | inhibition, % at 12.6 µM | actives 1.2% (n = 360,000);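 active = mean replicate inhibition at least 60% with every replicate also reaching 60%; inconclusive = only one of the two criteria is met; inactive = mean below 60% and not all replicates reaching 60%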;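 also: luciferase light reporting Pax8 driven TPO promoter activity; plate controls were median of neutral control wells for no effect and mitoxantrone controls for full effect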
S100A4 inh HTS = inhibitors of S100A4-myosin IIA peptide binding, primary screen, biochemical, fluorescence polarization, TAMRA-MyoIIA peptide; Protein S100-A4 (Homo sapiens), P26447; inhibition, % at 10.7 µM; actives 0.14% (n = 360,000); AID 652163, 2013;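 active = mean inhibition of at least 70% across replicates, with every replicate also reaching that level; inconclusive = mean inhibition reaches 70% but some replicates fall short; inactive = mean inhibition below 70%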
Target sequence (P26447 whole entry, looked up): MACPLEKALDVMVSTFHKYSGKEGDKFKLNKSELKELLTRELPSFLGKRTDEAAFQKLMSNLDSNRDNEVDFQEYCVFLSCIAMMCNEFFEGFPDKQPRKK
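assay system = human S100A4 monomer with TAMRA-labelled myosin IIA peptide | also added = labelled myosin peptide probe, 5 nM | incubation = 5 min between mix addition and reading | control set = DMSO and TFP controls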
PGC1a acetyl inh = inhibitors of PGC1a acetylation signal, primary screen, cell-based, U2OS, AlphaScreen, inhibitor mode | inhibition, % at 15.6 µM | actives 0.17% (n = 350,000) | AlphaScreen anti-acetyl-lysine; with virally co-expressed GCN5 acetyltransferase;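 active = every replicate shows inhibition of at least 40%; inconclusive = mean inhibition at least 40% but some replicate below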;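 also: 0% = neutral control wells and 100% = positive control wells; some results beyond the cut were filed as inactive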
EWS-Fli inh = EWS/Fli-driven NR0B1 reporter inhibitors, primary screen, A673 cells, NR0B1 luciferase, luminescence, MLPCN library | viability-normalised | inhibition, % at 12.6 µM | actives 0.67% (n = 350,000) | AID 651661, 2012;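 active = mean inhibition of at least 50% after viability correction, with every replicate also passing that limit; inconclusive = mean reaches 50% but only one of two replicates passes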;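 also: firefly luciferase signal divided by Alamar Blue viability fluorescence both relative to DMSO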
PglD inh = C. jejuni PglD acetyltransferase inhibitors, primary screen, biochemical, DTNB colorimetric, single point; actives 0.098% (n = 360,000); inhibition, % at 12.5 µM; UDP-N-acetylbacillosamine N-acetyltransferase PglD (Campylobacter jejuni); purified PglD enzyme, DTNB colorimetric CoA detection; in the data active = inhibition above about 16%, passing the limit was not always enough; inconclusive = no clear call, values can overlap the other calls; also: strong numbers were not always called active
FN deposit inh = inhibitors of fibronectin matrix deposition, primary screen, AH1F cells, Alexa488-fibronectin fluorescence, plate reader; AH1F fibroblasts, overnight; inhibition, % at 12.6 µM; actives 0.086% (n = 350,000); AID 743247, 2014;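 active = mean inhibition across replicates of 30% or more, regardless of how many single replicates reach that level; inconclusive = mean under 30% yet at least half of replicates reach 30%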;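 also: positive control wells lacked labelled fibronectin entirely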
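Schedule: 1 h cell adhesion before compound, then overnight fibronectin incubation; test system: AH1F fibroblast monolayer depositing Alexa488-labelled fibronectin into matrix; quantity: 10000 AH1F cells per well; probe or stimulus: fluorescent fibronectin at 24 nM final; signal: fluorescence, ex 485 nm, em 525 nm; evaluation: percent inhibition as loss of matrix-bound fibronectin fluorescence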
LGR2 inh = inhibitors of bursicon-induced LGR2 CRE-luciferase signal, primary screen, cell-based, HEK293, CRE-luciferase reporter, bursicon stimulation. inhibition, % at 9.99 µM. actives 0.35% (n = 380,000). bursicon-stimulated, 4 h. Drosophila bursicon receptor LGR2 (rickets);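 active = drop in luminescence signal, shown as inhibition above about 50% in the replicate tests, limit read from the data, passing the limit was not always enough; inconclusive = probably only some replicates passing the limit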;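 also: agonist challenge used bursicon conditioned medium at about half maximal strength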
ERAP1 HTS inh = human ERAP1 aminopeptidase inhibitors, primary screen, biochemical, single point, plate reader. actives 0.15% (n = 340,000). Endoplasmic reticulum aminopeptidase 1 (Homo sapiens), Q9NZ08. AID 652197, 2013. inhibition, % at 10.7 µM. recombinant ERAP1, Leu-AMC fluorescence, 60 min;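 active = mean replicate inhibition of at least 30%, or all replicates individually reaching that 30% level; inactive = mean below 30% and not every replicate reaching it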;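 also: 0% = neutral control wells and 100% = L-leucinethiol positive control wells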
Target sequence (Q9NZ08 whole entry, looked up): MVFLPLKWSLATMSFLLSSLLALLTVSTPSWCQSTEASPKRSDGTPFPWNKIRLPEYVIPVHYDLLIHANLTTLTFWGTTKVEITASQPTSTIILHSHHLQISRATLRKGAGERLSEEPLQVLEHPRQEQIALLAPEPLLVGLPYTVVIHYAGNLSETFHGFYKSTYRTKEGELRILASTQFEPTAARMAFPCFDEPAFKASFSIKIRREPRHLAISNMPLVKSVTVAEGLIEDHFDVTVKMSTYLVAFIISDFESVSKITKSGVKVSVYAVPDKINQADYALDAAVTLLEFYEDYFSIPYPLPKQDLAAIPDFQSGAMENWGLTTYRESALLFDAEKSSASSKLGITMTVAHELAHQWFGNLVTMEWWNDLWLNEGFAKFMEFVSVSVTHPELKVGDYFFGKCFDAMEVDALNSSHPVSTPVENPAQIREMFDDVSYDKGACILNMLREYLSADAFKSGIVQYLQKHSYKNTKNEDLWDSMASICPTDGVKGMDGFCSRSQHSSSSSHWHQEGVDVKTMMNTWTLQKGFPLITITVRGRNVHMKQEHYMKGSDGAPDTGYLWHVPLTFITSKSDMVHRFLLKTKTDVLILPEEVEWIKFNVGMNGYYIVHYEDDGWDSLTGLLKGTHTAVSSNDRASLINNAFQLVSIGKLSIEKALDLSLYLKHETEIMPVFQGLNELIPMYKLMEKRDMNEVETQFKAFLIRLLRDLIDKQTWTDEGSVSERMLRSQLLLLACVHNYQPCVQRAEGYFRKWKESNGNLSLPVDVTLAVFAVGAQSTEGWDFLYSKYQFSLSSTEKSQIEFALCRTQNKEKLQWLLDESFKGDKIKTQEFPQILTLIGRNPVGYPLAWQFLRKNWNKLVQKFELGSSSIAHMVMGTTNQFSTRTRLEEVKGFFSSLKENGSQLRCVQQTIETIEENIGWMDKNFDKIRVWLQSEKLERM
The depositor's hits bear a star; ? = inconclusive; / = not tested or not shown; & = joins results of further samples.

SMILES	PAX8 reporter	S100A4 inh HTS	PGC1a acetyl inh	EWS-Fli inh	PglD inh	FN deposit inh	LGR2 inh	ERAP1 HTS inh
O=S(=O)(NCC1CCCO1)c1ccc(-c2ccc(Cl)cc2)cc1 (centres undefined)	17	1	-2	5	/	4	2	/
Cc1ccc(CNC(=O)C(=O)NCC2OCCN2S(=O)(=O)c2ccc3c(c2)OCCO3)cc1 (centres undefined)	17	-4	-3	5	2	0	1	2
CNC(=O)COC(=O)c1ccc(Cl)c(S(=O)(=O)N2CCCC2)c1	5	0	9	2	/	2	0	2
Cc1ccc(NCCC(=O)c2ccc(Cl)cc2)cc1C	/	/	-27	/	-7	5	-1	/
C=CC[C@@H](CC(=O)N[C@@H](CO)Cc1ccccc1)C(=O)NC[C@H](OC(=O)[C@@H](CC=C)Cc1ccc(F)cc1)c1ccccc1	55	-2	6	5	2	-13	42	3
CCc1c(C2CC2)ncn1Cc1cccc(-c2ccccc2)c1	59	-1	/	22	/	-7	-2	16
COc1ccc(C2=NN(C(=O)CCC(=O)O)C(c3ccc([N+](=O)[O-])cc3)C2)cc1 (centres undefined)	15	0	3	-7	-3	-4	0	-4
CN(C)Cc1cn(CC[C@@H]2CC[C@H](NC(=O)Cc3cccnc3)[C@@H](CO)O2)nn1	-10	1	8	-20	1	-4	-7	5
CCC(=O)N(C)C[C@@H]1Oc2ncc(-c3ccc(F)cc3)cc2C(=O)N([C@H](C)CO)C[C@H]1C	/	15	4	-7	-1	3	3	0
C[C@@H]1C=C(C(=O)NCc2ccccc2)O[C@H](OCc2ccc(CO)cc2)C1	-12&-7	5&-3	2&10	-5&-7	-2&1	2	-9	0&-1
Cc1ccc(S(=O)(=O)NC2CCCCCCC2)cc1	-14	-5	-13	0	0	-2	5	7
CCN1CC(=O)N2[C@H](C1)[C@H](c1ccc(-c3ccccc3F)cc1)[C@@H]2CO	5	8	-14	-8	/	/	-9	1
COc1cc(NC(=O)c2ccc(C)cc2C)ccc1NC(=O)c1cc2ccccc2o1	0	-2	/	32	-2	2	8	-4
CCOCCC(=O)Nc1ccc2c(c1)c(=O)n(C)n2CC=C(C)C	29	-1	-37	32	-5	5	16	0
CCS(=O)(=O)N1CC(=O)N2[C@@H](CO)[C@H](c3ccc(C#CCc4ccccc4)cc3)[C@@H]2C1	/	15	-5	/	/	/	1	-3
Cc1noc(C)c1S(=O)(=O)N(C)C[C@H]1Oc2ccc(NC(=O)Nc3ccccc3)cc2CC(=O)N([C@H](C)CO)C[C@H]1C	-8	/	?	-20	/	12	1	/
CC1(c2ccccc2)NC(=O)N(CC(=O)N(c2ccccc2)C2CCS(=O)(=O)C2)C1=O (centres undefined)	/	0	13	-1	-2	3	17	0
O=C(Nc1cc([N+](=O)[O-])ccc1O)c1cccc(C(=O)Nc2cc([N+](=O)[O-])ccc2O)c1	8	-2	/	-7	-5	1	6	1
CC(C)c1cn([C@H]2C[C@@H]3O[C@@H](CO)CC[C@@H]3O[C@@H]2CCc2ccc(-c3ccccc3)cc2)nn1	12	12	4	5	/	/	/	-2
O=C(c1ccc2c(c1)OCCO2)N1CCCC(CNS(=O)(=O)c2cccs2)C1 (centres undefined)	-2	0	9	-1	/	2	-3	7
Cc1cc(NC(=O)CSCC(=O)N(C)Cc2ccc(Cl)c(Cl)c2)no1	3	0	-2	/	-6	/	21	-3
COc1cc(/C=C(/C#N)C(=O)Nc2cc(C(F)(F)F)ccc2Cl)ccc1OCC(=O)Nc1cccc(C(F)(F)F)c1	/	-3	6	8	/	-1	-9	0
CCN(CC)CCN(C(=O)/C=C/c1cccs1)c1nc2ccc(C)cc2s1	7	-3	16	-8	2	12	9	-3
Fc1ccccc1-c1nc2ccccc2[nH]1	-195	-4	/	-96	/	-7	-91	1
CCC(C)N1CC(=O)N2Cc3[nH]c4ccccc4c3C[C@H]2C1=O (some centres undefined)	19	-6	4	14	9	-5	5	-2

(continued)
SMILES	PAX8 reporter	S100A4 inh HTS	PGC1a acetyl inh	EWS-Fli inh	PglD inh	FN deposit inh	LGR2 inh	ERAP1 HTS inh
COCCNC(=O)C[C@@H]1C[C@@H]2c3cc(NC(=O)Nc4ccccc4)ccc3O[C@@H]2[C@@H](CO)O1	-8	4	-11	-2	1	-10	-7	-1
CC(C(=O)N(C)CC(=O)Nc1ccccc1C(F)(F)F)N1C(=O)c2ccccc2C1=O (centres undefined)	-5	5	-5	2	-3	-1	7	3
COc1ccc(N(CC(=O)NC2CCCC2)C(=O)c2ccc(N3CCCCC3)nc2)cc1	2	/	-3	/	-4	-2	/	/
CCn1nc(C)c(CN2CCC(C(=O)Nc3cccc(-c4cccc(Cl)c4)c3)CC2)c1C	26	-1	/	25	-4	2	-6	2
CC1CCN(Cc2nnnn2CCCC(=O)N(C)C(C)c2ccccn2)CC1 (centres undefined)	-25	0	-5	/	4	4	11	0
CSCCOC(=O)C1=C(C)NC(=O)NC1c1ccc2c(c1)OCO2 (centres undefined)	17	0	6	13	-7	1	-3	4
C[C@H](CO)N1C[C@H](C)[C@H](CN(C)Cc2ccc(C(F)(F)F)cc2)Oc2ccc(NC(=O)Nc3ccc4c(c3)OCO4)cc2CC1=O	8	-3	-18	-7	2	/	34	1
CN1C(=O)C(CC(=O)Nc2ccc(F)cc2)N(NC(=O)c2cccc(F)c2)C1=S (centres undefined)	-9	7	-1	15	/	0	/	-1
COc1ccccc1N(C)S(=O)(=O)c1ccc(C(=O)OCC(=O)NCCC2=CCCCC2)cc1	15	6	18	-14	/	0	8	0
CCOc1ncccc1C(=O)OCC(=O)Nc1ccc(S(=O)(=O)N2CCCC2)cc1	5	0	-1	-5	-8	0	-5	2
O=C(CN1CCOc2ccccc21)NCc1ccco1	7	48	/	3	-6	3	-13	3
CO[C@H](CN(C)C(=O)c1ccccc1F)[C@H](C)CN([C@H](C)CO)S(=O)(=O)c1ccc(C)cc1	/	2	0	8	1	0	-31	1
COCCNC(=O)C[C@@H]1CC[C@H]2[C@H](COc3ccc(NC(=O)Cc4ccccc4)cc3C(=O)N2C)O1	-8	-9	6	-3	-2	8	-2	-3
CCOc1ccc2nc(NC(=O)CS(=O)(=O)c3ccc(C)cc3)sc2c1	/	-1	-22	/	-1	-2	2	-3
CCCCOc1nc(N2CCOCC2)nc(C)c1[N+](=O)[O-]	-12	-6	/	-6	/	-5	-18	2
C[C@@H]1CN([C@H](C)CO)C(=O)c2cc(NC(=O)Nc3cccc4ccccc34)ccc2O[C@H]1CN(C)C(=O)Nc1ccccc1	16	-5	-9	9	-11	/	-12	-11
CCCCn1nc2cc(C(=O)NC3CCc4ccccc43)ccc2c1OCC (centres undefined)	2	8	-7	10	3	8	-7	6
O=C1COc2ccc(C(=O)COC(=O)CCSc3ccccc3)cc2N1	-15	19	10	-1	-2	-3	11	-4
CCCCCNC(=O)C1CCC(Cn2c(=S)[nH]c3ccccc3c2=O)CC1 (centres undefined)	-25	-2	5	5	1	/	7	3
O=C(CC1C(=O)Nc2ccccc2N1CC(=O)N1CCCC1)Nc1ccc(Br)cc1 (centres undefined)	12	0	/	-10	1	2	7	0
CCC(=O)N1C[C@H](C)[C@@H](OC)CN(C)C(=O)c2ccc(NC(=O)c3cc(C)on3)cc2OC[C@H]1C	-12	/	-5	7	-3	-13	-3	/
O=S(=O)(NC[C@@H]1[C@@H](c2ccccc2)[C@H](CO)N1CC1CC1)c1ccccc1	-15	-4	-4	7	-3	1	-15	-5
CCOC(=O)C1=NNC(C(=O)c2ccc(Cl)cc2)C1c1ccccc1 (centres undefined)	13	-1	-5	-11	2	-1	-8	4
NC(=O)Oc1cccc(OC(N)=O)c1	-17	-17	-23	-2	4	-1	9	0
Cc1cc(C)cc(N(CC(=O)Nc2ccc(-c3nc4ccc(C)cc4s3)cc2)S(C)(=O)=O)c1	-114	/	-12	/	-3	-8	-16	/

(more compounds)
SMILES	PAX8 reporter	S100A4 inh HTS	PGC1a acetyl inh	EWS-Fli inh	PglD inh	FN deposit inh	LGR2 inh	ERAP1 HTS inh
Cc1ccc(/C=C2\SC(N)=NC2=O)s1	43	12	-40	-42	-11	-7	3	1
COc1cc(C2c3c([nH]c(=O)[nH]c3=O)Nc3ccc4ccccc4c32)ccc1O (centres undefined)	31	-2	-2	-16	1	4	/	1
O=C(O)C1CCN(C(=O)c2csc(-c3ccc4c(c3)CCO4)n2)CC1	4	-1	-3	-5	/	-7	7	-4
COc1ccccc1-c1cnc2c(c1)C(=O)N([C@H](C)CO)C[C@@H](C)[C@@H](CN(C)CC1CCCC1)O2	5	-2	8	-6	-4	5	-12	0
O=C(C[C@@H]1C=C[C@@H](NC(=O)CN2CCOCC2)[C@@H](CO)O1)NCCc1ccccc1	0	-26	1	-3	0	/	-18	1
COC(=O)C(Cc1c[nH]c2ccccc12)NC(=O)C(=O)c1c[nH]c2ccccc12 (centres undefined)	12	-6	6	8	-4	-5	12	1
COc1cc(C2=CN(Cc3ccccc3)CCC2=O)cc(OC)c1OC	7	2	1	11	3	5	15	4
Cn1c(SCC(=O)NCC2CCCO2)nnc1-c1cccc(NC(=O)c2ccccc2F)c1 (centres undefined)	-4	0	-9	0	/	/	-5	-2
CN1CCN(C(=O)c2ccc3c(=O)n(Cc4ccco4)c(=S)[nH]c3c2)CC1	-1	/	-6	/	1	-2	/	/
Cc1cc(C[n+]2ncsc2N)c2ncccc2c1	0	-5	-6	13	3	-5	6	-2
O=C([C@@H]1[C@@H](CO)[C@@H]2Cn3c(ccc(-c4ccncc4)c3=O)[C@@H]2N1CCC(F)(F)F)N1CCCCC1	1	5	-1	-4	4	/	0	-5
CC(C)CC#Cc1cnc2c(c1)C(=O)N([C@H](C)CO)C[C@H](C)[C@H](CN(C)Cc1ccccn1)O2	/	-1	6	-8	3	-5	-9	-1
O=C(Nc1nc2ccccc2s1)c1ccc2c(c1)S(=O)(=O)c1ccccc1C2=O	-3	-3	/	-4	/	3	-4	1
CCOCCCNC(=O)c1ccc2nc(-c3ccc(OC)c(OC)c3)c(-c3ccc(OC)c(OC)c3)nc2c1	11	1	-6	10	-8	4	7	5
COc1cccc(NC=C2C(=O)OC3(CCCCC3)OC2=O)c1	-15	/	13	/	-2	-27	/	/
C[C@H](CO)N1C[C@H](C)[C@@H](CN(C)Cc2ccc(C(=O)Nc3ccccc3N)cc2)OCc2cnnn2CCCC1=O	21	10	13	25	0	11	-2	0
COc1ccccc1NC(=O)N1CCCC1	-12	/	2	/	1	-13	-2	/
COc1c2c(nc3occc13)C(CC=C(C)C)(OC)C(O)CC2 (centres undefined)	3	15	-11	/	-2	4	/	/
